MITF TRPM1 HTS: increases MITF-driven TRPM1 promoter luciferase signal; AID 588334; activation, % at 12.5 µM; 300,000 tested, 0.75% active; SK-MEL-5 TRPM1-promoter luciferase, 24 h; % of positive control, neutral wells = 0;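 active = mean activation of at least 80% with every replicate also reaching 80%; inconclusive = mean reaches 80% but some replicate falls short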;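 also: 0% = neutral control wells and 100% = parthenolide positive control wells; values of inactives mirror those of a sister screen read the other way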
CAL PDZ FP-1: inhibitors of human CAL PDZ peptide binding; Q9HD26; purified CAL PDZ, TMR-peptide fluorescence polarization, 1 h; inhibition, % at 24.9 µM; 300,000 tested, 0.92% active; AID 602252;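 active = mean inhibition of at least 30% with at least half of replicates also reaching 30%; inconclusive = no clear call, values can overlap the other calls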;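 also: 0% = DMSO neutral control and 100% = excess unlabeled competitor peptide PRC23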
CAL PDZ FP-2: human CAL PDZ-peptide interaction inhibition | purified CAL PDZ, TMR-peptide fluorescence polarization, 1 h | 330,000 tested, 0.02% active | AID 504414 | inhibition, % at 20 µM;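 active = highest replicate inhibition of at least 40%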;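 also: plate controls were DMSO neutral control wells for no effect and unlabeled competitor peptide control wells for full effect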
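Read-out basis: mP drop reported as inhibition | Assay system: Tagged CAL PDZ protein CerCALP, purified | Benchmarks: Unlabelled peptide for full inhibition, DMSO wells as neutral | Schedule: 1 h incubation at room temperature before polarization reading | Buffer or medium: Sodium phosphate/NaCl buffer pH 7.4 with TCEP, IgG, Thesit | Doses: Single point, 20 µM | Measured by: Fluorescence polarization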
V-ATPase pH: yeast V-ATPase proton transport regulation by pHLuorin | AID 504577 | response, % at 10 µM | S. cerevisiae, pHLuorin cytosolic pH fluorescence | 350,000 tested, 0.37% active; in the data active = response mostly above about 7.3%, no sharp cut-off; inactive = mostly below about 5.4%; also: actives read high; inactives centre near 0; some compounds called inactive have numbers as strong as hits
Rtt109 HAT inh: inhibitors of Candida albicans Rtt109/Vps75 histone acetyltransferase; inhibition, % at 34.9 µM; AID 540336; 330,000 tested, 0.16% active; Q5AAJ8; purified Rtt109/Vps75, ThioGlo CoA-SH fluorescence, 4 h;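 active = inhibition of at least 50% in every replicate; inconclusive = best replicate reaches 50% inhibition but some replicates fall short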
Target sequence (Q5AAJ8 whole entry, looked up): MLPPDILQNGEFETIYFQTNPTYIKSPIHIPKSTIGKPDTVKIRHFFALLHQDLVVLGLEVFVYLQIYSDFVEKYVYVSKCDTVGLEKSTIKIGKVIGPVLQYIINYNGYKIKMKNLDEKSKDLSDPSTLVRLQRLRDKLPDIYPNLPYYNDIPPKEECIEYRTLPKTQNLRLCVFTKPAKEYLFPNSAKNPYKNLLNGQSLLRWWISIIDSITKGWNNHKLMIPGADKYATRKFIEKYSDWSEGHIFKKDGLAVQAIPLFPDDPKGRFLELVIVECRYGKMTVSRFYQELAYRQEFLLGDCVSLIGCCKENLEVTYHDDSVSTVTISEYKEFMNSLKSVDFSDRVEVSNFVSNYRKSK
RTF Ca sens act: cardiac RTF calcium sensitization | IANBD-labeled TnC RTF fluorescence at EC20 calcium; 0% EC20 calcium, 100% full calcium | activation, % at 7.2 µM | 340,000 tested, 0.24% active | P19429+P45379;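 active = activation above the mean over all tested compounds plus 3 SD, cut at about 30% in these data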;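 also: rise in fluorescence read as greater calcium sensitivity of cardiac thin filaments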
Tat export inh: blocks Tat-dependent protein export in E. coli | E. coli MC4100 TorA-mCherry Tat export, fluorescence | AID 488895 | 340,000 tested, 0.036% active | inhibition, % at 10 µM;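 active = mean replicate inhibition at least 50% and at least half of replicates individually reaching 50%; inconclusive = only one of the two criteria met; inactive = neither criterion met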;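 also: exported cargo escapes ClpAP degradation while cytoplasmic cargo is degraded and loses fluorescence; 0% = median of neutral control wells and 100% = median of NaSCN control wells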
dFosB act: activators of mouse delta FosB homodimer; P13346; 340,000 tested, 0.99% active; purified delta FosB, TAMRA-CDK5 oligo fluorescence polarization; percent of positive-control signal above neutral wells; activation, % at 25 µM;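 active = mean activation above about 17%, with every replicate also reaching it, limit read from the data, passing the limit was not always enough; inconclusive = only one of the two conditions met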;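 also: fluorescence polarization rise as delta FosB binds a TAMRA Cdk5 AP-1 oligo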
Target sequence (P13346 whole entry, looked up): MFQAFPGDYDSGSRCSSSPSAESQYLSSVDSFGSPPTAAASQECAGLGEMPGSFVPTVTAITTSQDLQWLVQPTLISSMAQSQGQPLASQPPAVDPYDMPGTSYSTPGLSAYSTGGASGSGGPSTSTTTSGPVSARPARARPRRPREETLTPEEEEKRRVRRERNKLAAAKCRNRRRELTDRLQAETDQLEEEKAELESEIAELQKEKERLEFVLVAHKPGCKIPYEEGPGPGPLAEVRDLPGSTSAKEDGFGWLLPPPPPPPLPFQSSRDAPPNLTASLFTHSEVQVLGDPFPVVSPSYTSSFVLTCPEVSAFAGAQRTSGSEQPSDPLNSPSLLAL
Wnt act: Wnt/beta-catenin pathway activation; activation, % at 9.35 µM; 300,000 tested, 1.2% active; Wnt/beta-catenin reporter cell assay, activator, plate reader; in the data active = activation above about 30%, passing the limit was not always enough; inconclusive = no clear call, values can overlap the other calls;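 also: 0% = neutral control wells and 100% = positive control wells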
CDK5 p35 inh: CDK5/p35 (human) kinase inhibition. Q00535+Q15078. Recombinant CDK5/p35, ADP-Glo luminescence, 60 min. inhibition, % at 10 µM. 330,000 tested, 0.01% active. AID 488839;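 active = highest replicate inhibition of at least 50% and at least 75% of replicates reaching 50%; inconclusive = only one of the two criteria met; inactive = both criteria failed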;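 also: plate controls were DMSO neutral control for no effect and GW8510 at 10 µM for full effect; many of its hits are not listed in these tables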
* = called active by the depositor; ? = inconclusive; . = not tested or not shown.

SMILES | MITF TRPM1 HTS | CAL PDZ FP-1 | CAL PDZ FP-2 | V-ATPase pH | Rtt109 HAT inh | RTF Ca sens act | Tat export inh | dFosB act | Wnt act | CDK5 p35 inh
Cc1cccc(COCC(CC(C)C)N2CCN(C(=O)c3ccc(C(C)(C)C)cc3)CCC2=O)c1 (stereo unspecified) | -10.0 | -4.2 | -0.7 | 5.8 | -9.5 | 2.3 | 30.5 | -12.7 | -6.4 | 0.0
CN(C)c1cccc(C(=O)NCc2ccc3c(c2)OCO3)c1 | 10.8 | -3.6 | -2.1 | 5.3 | -8.2 | -3.2 | 7.8 | -5.9 | 2.6 | -0.8
O=[N+]([O-])c1ccc(Oc2c(F)c(F)nc(N3CCCC3)c2F)cc1 | 10.4 | -1.2 | -0.6 | 2.6 | -5.3 | -6.9 | 4.2 | 2.8 | 2.6 | 3.6
CCSc1nc(=S)n(-c2ccccc2)c(C)c1C(C)=O | -7.3 | -0.1 | -0.9 | -3.3 | -5.7 | 0.1 | 4.2 | 0.4 | . | 0.4
Cc1ccc(Cl)cc1NC(=O)c1ccccc1OCC(=O)N1CCOCC1 | -3.5 | -4.5 | -1.2 | -4.3 | 29.7 | 1.6 | -1.0 | -10.5 | -1.5 | 2.7
Cc1ccc(-c2c(C(=O)N/N=C/c3cccs3)nnn2-c2nonc2N)cc1 | -1.1 | -3.5 | -2.3 | -2.3 | 10.2 | -5.0 | -0.5 | -0.7 | . | 1.3
Cc1cccc(Oc2ccc(NC(=O)C3CC=CCC3C(=O)O)cc2)c1 (stereo unspecified) | -6.7 | -0.4 | 0.0 | -1.5 | 5.8 | 0.2 | -5.7 | 2.4 | 0.3 | 0.6
Cc1ccc(-n2nc(-c3ccco3)cc2C(=O)O)c(C)c1 | -9.3 | -3.9 | -1.9 | 4.0 | 2.9 | 1.9 | 5.6 | -8.2 | -2.0 | -8.2
O=C(/C=C/c1ccc(N2CCCCC2)c([N+](=O)[O-])c1)c1ccc(O)cc1 | 13.1 | -2.6 | -2.5 | 1.8 | 0.9 | 4.3 | 17.8 | -8.0 | ? | 0.0
Cc1cc(C)c(C(=O)C(C)OC(=O)c2ccc(Cl)nc2)cc1C (stereo unspecified) | -5.8 | -8.1 | -0.4 | -0.6 | 0.9 | -7.1 | 4.8 | -11.8 | -2.4 | 0.4
CCn1c2ccccc2c2nnc(SCC(=O)N3CC(C)OC(C)C3)nc21 (stereo unspecified) | -2.6 | -5.7 | -2.9 | -32.5 | -2.8 | 0.9 | 1.5 | -6.2 | -2.3 | 0.1
COCCN(C(=O)Cn1nnc2ccccc21)C(C(=O)NC1CCCC1)c1cccc(OC)c1OC (stereo unspecified) | 5.0 | -2.7 | -1.4 | 2.6 | -1.2 | -2.5 | 7.9 | -4.2 | . | 0.9
O=C(c1ccc(CS(=O)Cc2ccc(Cl)cc2)o1)N1CCN(c2ccc(F)cc2)CC1 (stereo unspecified) | -2.1 | -5.1 | -3.5 | 2.9 | -0.8 | -0.9 | -2.5 | -14.3 | -2.4 | 2.8
COC(=O)C(Cc1ccccc1)NC(=O)CNC(=O)c1ccc(Br)cc1 (stereo unspecified) | 7.3 | -2.6 | -3.1 | 3.3 | -6.3 | -1.8 | 4.8 | -3.0 | -0.3 | 0.5
O=C(N/N=C\c1cccc(Cl)c1)c1ccc(Cn2cc(Br)c([N+](=O)[O-])n2)o1 | 17.0 | 86.3* | 4.4 | -1.9 | 3.7 | -2.6 | 2.0 | 33.4* | -2.1 | 1.8
C=C1CCN([C@@H](Cc2ccccc2)C(=O)NCCC(C)C)S(=O)(=O)c2ccccc21 | 4.9 | -5.7 | -1.3 | -4.4 | 11.0 | -3.4 | 10.8 | 1.8 | -1.0 | -0.2
Cc1ccccc1CNC(=O)CCC(=O)N1Cc2ccccc2Oc2ncccc21 | 0.5 | -2.6 | -3.1 | 0.0 | 3.4 | 0.8 | -4.9 | -3.1 | 0.2 | -3.0
CCOC(=O)c1ccccc1NC(=O)COC(=O)c1ccc(C)c(S(=O)(=O)N2CCOCC2)c1 | 0.0 | -0.1 | -1.0 | -3.6 | -8.2 | 4.0 | -1.3 | 1.2 | . | 0.6
CC(Cc1ccccc1)N/C=C1/CC(=O)NC1=O (stereo unspecified) | -4.5 | -5.2 | -1.7 | -1.7 | 1.6 | 2.7 | 0.7 | 0.2 | 4.8 | -0.2
O=C(NCC1CCCO1)c1cc2c([nH]c3ccccc32)c(-c2ccc(F)cc2)n1 (stereo unspecified) | -10.9 | -6.4 | -4.3 | 0.8 | 6.8 | 9.8 | 5.9 | -20.4 | -6.5 | -1.2
O=C(c1ccncc1)N(Cc1ccccc1)Cc1nc2ccccc2c(=O)[nH]1 | -4.9 | . | -1.1 | . | -10.5 | 18.4 | -2.8 | 3.2 | -0.6 | 2.4
O=C(COC(=O)c1cc(=O)c2ccccc2o1)Nc1c(F)c(F)c(F)c(F)c1F | 5.0 | . | 0.1 | -3.4 | 2.1 | 4.4 | -0.8 | -2.3 | -3.3 | -1.0
Cc1cc(C)cc(C(=O)Nc2ccc3[nH]c(=O)[nH]c3c2)c1 | -1.7 | -2.6 | -0.9 | -2.2 | 4.3 | 5.2 | 2.6 | 3.2 | -3.3 | 0.1
N#Cc1ccc(N)cc1OCCCN1CCCCC1 | 8.6 | -4.0 | 0.0 | 0.8 | 5.5 | -3.3 | -8.0 | 9.6 | -1.7 | 1.1
O=C(O)CC(CC(=O)N1CCOCC1)c1ccccc1 (stereo unspecified) | -2.9 | 1.0 | -0.9 | 3.3 | -2.8 | 2.3 | 5.5 | 5.6 | 1.1 | -0.9
CCOC(=O)CSc1nnc(NC(=O)NC(C)C)s1 | 15.0 | -1.2 | -1.0 | 0.7 | -4.2 | -0.8 | 5.1 | -0.9 | -4.1 | 1.3
Cc1occc1-c1n[nH]c(=S)n1C | -1.5 | -0.9 | -0.3 | 2.9 | 0.0 | -3.0 | 4.2 | -3.3 | -4.7 | -1.0
CN(CC(=O)Nc1cccc(F)c1)C(=O)CCNC(=O)c1ccco1 | 0.0 | 2.2 | -1.4 | 0.2 | 3.5 | -2.7 | 6.6 | -3.5 | 48.9* | 0.0
CC(C)n1c(SCC(=O)Nc2ccccc2)nc2c1c(=O)[nH]c(=O)n2C | -5.9 | -3.4 | 0.2 | -3.0 | -8.1 | -0.8 | 17.0 | -2.4 | -1.7 | 1.4
Cc1cccc(/C(N)=N/OC(=O)c2ccncc2)c1 | 69.2 | -2.9 | -2.4 | 9.2 | -4.0 | -3.0 | -6.1 | -21.0 | 34.3* | 1.9

Quoted from the listing.
Entry of `Cc1cccc(/C(N)=N/OC(=O)c2ccncc2)c1` in Wnt act: 34.3*
Entry of `Cc1occc1-c1n[nH]c(=S)n1C` in Tat export inh: 4.2

(more compounds)
SMILES | MITF TRPM1 HTS | CAL PDZ FP-1 | CAL PDZ FP-2 | V-ATPase pH | Rtt109 HAT inh | RTF Ca sens act | Tat export inh | dFosB act | Wnt act | CDK5 p35 inh
CC(=O)N(Cc1ccccc1)C1CC(=O)N(Cc2ccccc2)C1=O (stereo unspecified) | 7.9 | -4.5 | -0.5 | 4.2 | 2.5 | -9.1 | 10.6 | 0.3 | -6.7 | -2.4
COc1ccc(Cl)cc1NC(=O)COc1ccc(S(=O)(=O)N2CCOCC2)cc1C | -0.6 | -1.8 | -3.3 | -1.2 | -5.0 | 4.3 | -1.0 | -6.7 | 2.2 | -1.3
O=C1CN(C(=O)c2cnccn2)c2ccccc2N1 | . | -1.3 | -2.7 | 0.1 | 2.3 | 3.4 | -3.6 | 4.7 | 1.2 | -1.7
COC(=O)C(NC(=O)c1ccccc1)(Nc1cc(C)cc(C)n1)C(F)(F)F (stereo unspecified) | 8.8 | -5.3 | -0.4 | 7.1 | 3.8 | -5.8 | 3.3 | -9.5 | -0.5 | -1.9
CC1CC(C)CN(CCCNC(=O)C2CCCN(S(=O)(=O)N3CC(C)CC(C)C3)C2)C1 (stereo unspecified) | 3.3 | -2.1 | 0.5 | 8.7 | 8.5 | 0.3 | -10.6 | -4.7 | 0.4 | -0.1
CCCCCNC(=O)c1ccccc1SC | 14.5 | . | -2.5 | -4.4 | -2.5 | 8.8 | -1.7 | -9.9 | . | -0.9
Cc1ccccc1Cn1c(=N)n(CC(=O)c2ccco2)c2ccccc21 | -13.0 | -2.0 | -1.4 | 1.3 | 15.1 | 6.5 | 3.7 | -4.6 | . | 4.0
CCCS(=O)(=O)c1c(S(=O)(=O)CCC)c2c(C(N)=O)cccn2c1C(=O)c1ccc(F)cc1 | -0.3 | . | -1.6 | -1.7 | 1.8 | 8.3 | -3.9 | -9.9 | -2.0 | -4.0
Cc1ccc(S(=O)(=O)c2nc(Nc3ccccc3C#N)sc2Cl)cc1 | 2.3 | 0.4 | -1.3 | 4.5 | 1.9 | 5.2 | 4.6 | -5.4 | 4.1 | -1.2
O=C(/C=C/c1ccco1)Nc1cccc(C(=O)Nc2ccccc2C(=O)O)c1 | 2.9 | 4.7 | -5.3 | -2.5 | 0.1 | -1.4 | 1.2 | -22.3 | 3.7 | -8.1
COc1cc(/C=C/C(=O)OCC(=O)NCCc2ccccc2)ccc1OC(F)F | -7.7 | -1.9 | -2.9 | 3.0 | -8.8 | 2.5 | -2.4 | -8.9 | -2.0 | 0.8
CC(C)c1ccccc1NC(=O)COC(=O)Cc1c[nH]c2ccccc12 | -3.2 | -2.8 | -1.7 | 0.5 | -4.3 | -5.3 | -2.0 | -0.7 | -6.4 | -3.0
Cc1ccccc1N/N=C1\CCCNC1=O | 53.5 | -2.0 | -0.1 | 3.5 | -3.2 | -0.1 | -2.7 | -1.7 | -2.7 | 2.5

Arranged by value in CAL PDZ FP-2 (descending): 4 from the list above
SMILES,MITF TRPM1 HTS,CAL PDZ FP-1,CAL PDZ FP-2,V-ATPase pH,Rtt109 HAT inh,Tat export inh,dFosB act,Wnt act,CDK5 p35 inh
CC(C)n1c(SCC(=O)Nc2ccccc2)nc2c1c(=O)[nH]c(=O)n2C,-5.9,-3.4,0.2,-3.0,-8.1,17.0,-2.4,-1.7,1.4
CCOC(=O)CSc1nnc(NC(=O)NC(C)C)s1,15.0,-1.2,-1.0,0.7,-4.2,5.1,-0.9,-4.1,1.3
Cc1ccccc1Cn1c(=N)n(CC(=O)c2ccco2)c2ccccc21,-13.0,-2.0,-1.4,1.3,15.1,3.7,-4.6,.,4.0
Cc1ccc(-n2nc(-c3ccco3)cc2C(=O)O)c(C)c1,-9.3,-3.9,-1.9,4.0,2.9,5.6,-8.2,-2.0,-8.2

Source: PubChem BioAssay (several laboratories)
